Peg3 promoter: Peg3 promoter activity inhibition; 1.7% of 360,000 active; HeLa PEG-Prom luciferase reporter, luminescence, overnight; AID 588405; inhibition, % at 20 µM;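 active = inhibition of at least 50% at 20 µM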
Shn3 3UTR inh: inhibitors of Schnurri-3 3'UTR reporter in osteoblasts; 0.52% of 360,000 active; AID 588674; Clone20 osteoblast Shn3 3'UTR firefly luciferase, 24 h; inhibition, % at 12.5 µM;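 active = mean inhibition of at least 75% with every replicate also reaching 75%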;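 also: 0% = median of neutral control wells and 100% = pilot-screen positive control compound; some compounds past the cut are filed as inactive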
Vif imaging: blocks HIV Vif function; HEK293T cells, Vif self-association by quenched fluorescence, imaging, 24 h; inhibition, % at 7.49 µM; 0.35% of 340,000 active; AID 602346; in the data active = inhibition above about 50%, passing the limit was not always enough; also: some results filed as inactive read as strong as hits
PDI inh: blocks human protein disulfide isomerase activity | inhibition, % at 10 µM | 0.052% of 350,000 active | PDI insulin aggregation turbidity, A650, 90 min;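 active = mean inhibition across replicates of 30% or more, whatever share of single replicates reach that level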;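 also: absorbance from insulin aggregation driven by PDI reduction with DTT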
Target sequence (P07237 whole entry, looked up): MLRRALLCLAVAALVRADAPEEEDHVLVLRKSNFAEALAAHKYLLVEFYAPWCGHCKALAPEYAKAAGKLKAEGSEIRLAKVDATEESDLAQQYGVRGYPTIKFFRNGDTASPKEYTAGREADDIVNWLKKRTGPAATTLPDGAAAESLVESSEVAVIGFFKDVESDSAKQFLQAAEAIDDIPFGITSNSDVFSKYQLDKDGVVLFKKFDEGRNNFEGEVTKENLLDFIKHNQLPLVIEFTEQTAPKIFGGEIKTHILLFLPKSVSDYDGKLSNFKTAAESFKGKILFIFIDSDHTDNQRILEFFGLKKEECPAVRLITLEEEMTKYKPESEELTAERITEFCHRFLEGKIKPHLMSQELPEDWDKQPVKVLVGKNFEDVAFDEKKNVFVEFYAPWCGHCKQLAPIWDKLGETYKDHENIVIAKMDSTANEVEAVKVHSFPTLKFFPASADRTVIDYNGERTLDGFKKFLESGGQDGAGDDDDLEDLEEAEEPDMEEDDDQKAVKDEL
HIF-2a inh: HIF-2a inhibition; inhibition, % at 18.8 µM; 786-0 RCC cells HIF-2a reporter, luciferase luminescence, overnight; 0.72% of 360,000 active;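 active = inhibition of the luminescence signal of 40% or more relative to plate controls, in a single-dose primary screen at 18.75 µM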
CaV13 ICDI inh: Disruptors of the CACNA1D IQ motif to Ca2+-dependent inactivation inhibitor domain association, primary screening, Förster resonance energy transfer in intact living …; inhibition, % at 12.3 µM; 0.098% of 340,000 active; AID 743397; HEK cells, CFP/YFP FRET ICDI-IQ, plate reader, 10 min; percent FRET-ratio fall versus neutral wells;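 active = mean replicate inhibition of at least 30% and at least 1% of replicates passing that level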;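 also: 0% = median of the neutral control wells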
KKLEB cytotox: reduces viability of KKLEB cystic fibrosis airway cells. activity change (cytotoxicity), % at 5 µM. AID 602141. KKLEB CF airway cells viability, ATPlite luminescence, overnight; stronger effect = lower value; cells stimulated with P. aeruginosa culture filtrate. 0.36% of 360,000 active;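 active = corrected activity change at or below -50% at 5 µM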
NR2E3 ag-1: activates human photoreceptor nuclear receptor NR2E3; GST-NR2E3/biotin-RetCOR TR-FRET, 1536-well; 0.12% of 320,000 active; inhibition of corepressor binding, % at 4.78 µM; AID 2300; Q9Y5X4;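 active = percent inhibition above the cutoff of mean plus 3 SD of all tested compounds, set per screening campaign, cut at about 20% in these data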;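 also: 0% = DMSO wells and 100% = biotin wells as full block of FRET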
Target sequence (Q9Y5X4 whole entry, looked up): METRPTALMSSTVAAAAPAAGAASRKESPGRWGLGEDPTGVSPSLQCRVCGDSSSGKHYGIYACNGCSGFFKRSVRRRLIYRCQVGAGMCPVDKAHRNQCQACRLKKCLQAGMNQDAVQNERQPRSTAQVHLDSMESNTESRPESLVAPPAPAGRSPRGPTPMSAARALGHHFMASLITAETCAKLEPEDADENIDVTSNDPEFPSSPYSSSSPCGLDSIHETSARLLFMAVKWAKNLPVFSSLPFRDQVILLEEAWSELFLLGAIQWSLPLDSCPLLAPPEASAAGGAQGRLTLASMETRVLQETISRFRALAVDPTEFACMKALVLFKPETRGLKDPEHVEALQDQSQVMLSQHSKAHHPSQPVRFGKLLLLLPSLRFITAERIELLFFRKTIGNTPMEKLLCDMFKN
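system = GST-tagged NR2E3 plus biotinylated RetCOR corepressor | input = 1.35 nM GST-NR2E3 | also added = 7 nM biotin-RetCOR | schedule = 5 h incubation at 4 °C | measured by = TR-FRET with europium anti-GST and streptavidin-D2, 340 nm excitation | read-out = percent loss of FRET ratio relative to control wells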
MITF TRPM1 inh: inhibitors of MITF-driven TRPM1 promoter in melanoma cells. SK-MEL-5 TRPM1 promoter luciferase, 24 h. inhibition, % at 12.5 µM. 0.83% of 330,000 active. AID 488899;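 active = mean inhibition across replicates of 60% or more, whatever share of single replicates reaches that level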; also: values of inactives mirror those of a sister screen read the other way
NR2E3 ag-2: activates human NR2E3 receptor; Q9Y5X4; CHO-S Gal4-NCOR/VP16-NR2E3 two-hybrid, luciferase; inhibition of corepressor binding, % at 3.98 µM; 0.35% of 360,000 active; AID 602229;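 active = inhibition above the mean of all tested compounds plus 3 SD, cut at about 70% in these data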;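 also: 0% = DMSO with NR2E3 transfected cells and 100% = cells lacking NR2E3 construct; higher means lower luciferase signal from less NR2E3 corepressor binding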
CF NFkB block: cystic fibrosis NF-kB activation inhibition; 0.86% of 360,000 active; inhibition, % at 5 µM; KKLEB NF-kB-GFP reporter, PAF-induced, GFP fluorescence overnight;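 active = at least 50% inhibition at 5 µM, scaled per plate between neutral and stimulator controls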;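 also: PAF is a Pseudomonas aeruginosa culture filtrate used as stimulus; plate controls were PAF-stimulated DMSO wells for no effect and unstimulated DMSO wells for full effect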
The depositor's hits bear a star; x = not tested or not shown.

Results follow in this order: Peg3 promoter	Shn3 3UTR inh	Vif imaging	PDI inh	HIF-2a inh	CaV13 ICDI inh	KKLEB cytotox	NR2E3 ag-1	MITF TRPM1 inh	NR2E3 ag-2	CF NFkB block
- CCn1c(SCC(=O)N2CCCc3ccccc32)nnc1-c1ccoc1C
  9	7	-5	-20	11	-4	-4	1	3	0	9
- O=c1[nH]c(CN2CCN(S(=O)(=O)/C=C/c3ccccc3)CC2)nc2ccccc12
  1	6	0	-3	13	-25	-4	-2	-6	-13	-2
- COc1ccc(NS(=O)(=O)c2cccc(C(=O)NNC(=O)CNC(=O)c3ccc(C)cc3)c2)cc1
  6	-7	6	4	5	x	10	-3	10	-4	5
- CCOC(=O)C1(Cc2ccccc2C)CCCN(C(=O)c2ccoc2)C1 (stereo not drawn)
  -82	-15	-4	4	-125	3	-4	2	-21	-53	6
- CC(=O)c1c(C)[nH]c(C(=O)C(C)Sc2nnc(NC3CC3)s2)c1C (stereo not drawn)
  12	54	x	3	10	-7	-18	4	7	51	0
- COc1ccc(N2C(=O)CSC2c2ccc(F)c(F)c2)cc1 (stereo not drawn)
  13	-15	x	10	16	-4	3	-1	6	7	-5
- COc1ccc(CN2C(=O)c3ccccc3C2C(=O)NC2CCCC(C)C2C)c(OC)c1 (stereo not drawn)
  -9	-4	-1	13	20	-6	2	x	1	-21	23
- Cc1ccc(-c2nnc(N3CCN(C(=O)CN4CCOCC4)CC3)c3ccccc23)cc1
  0	-25	-16	-10	6	-6	9	-4	8	6	1
- COc1ccc(C(CCNCc2ccc(OC)c(OC)c2)c2ccc(F)cc2)cc1 (stereo not drawn)
  -1	-2	-4	-3	13	-19	9	0	6	-4	-2
- Cc1ccc(S(=O)(=O)N2CCN(C(=O)CN3CCOCC3)C2)cc1
  6	5	3	-2	2	x	12	0	5	-9	2
- Cc1ccccc1S(=O)(=O)Cc1ccc(C(=O)N2CCN(c3ncccn3)CC2)o1
  11	19	-3	-18	15	-5	-6	2	-4	-10	5
- NC(=O)COn1c(SCC(N)=O)nc2ccccc2c1=O
  0	2	0	2	18	-19	7	-1	4	-29	2
- CC(NC(=O)COc1ccc(-c2ccccc2)cc1)C1CCCO1 (stereo not drawn)
  -5	10	-4	2	-28	-7	3	-1	-6	6	8
- CCc1ccc(-c2cc(C)no2)cc1S(=O)(=O)N1CCN(C(=O)c2ccco2)CC1
  31	-5	-1	0	13	-2	-3	3	-2	13	31
- COc1ccc2nc(NC(=O)c3ccco3)sc2c1
  -88	-12	-5	4	-45	-18	-15	0	11	-153	-11
- O=C(O)Cn1cc(/C=N/Nc2ccc([N+](=O)[O-])cn2)c2ccccc21
  4	-8	-11	5	5	-15	-7	x	20	-89	-16
- O=C1c2ccccc2-c2nnc(-c3ccc(O)cc3)cc21
  -153	-10	-4	13	-181	-13	-4	5	-16	-137	9
- C/C(CC(=O)Nc1ccc([N+](=O)[O-])cc1)=N\NC(=O)c1ccccc1O
  10	-31	-10	-12	1	-3	-4	3	-1	-22	-10
- Cc1cc(C(=O)OCC(=O)N2CC(C)OC(C)C2)c(C)n1-c1ccccc1 (stereo not drawn)
  6	-13	-1	0	9	-4	-5	4	1	8	3
- CN(Cc1ccc(Cl)cc1)C(=O)CCl
  18	-9	28	5	-6	-6	-57*	-2	9	17	50*

Going on with the list:
Results follow in this order: Peg3 promoter	Shn3 3UTR inh	Vif imaging	PDI inh	HIF-2a inh	CaV13 ICDI inh	KKLEB cytotox	NR2E3 ag-1	MITF TRPM1 inh	NR2E3 ag-2	CF NFkB block
- O=C(CCc1nc2ccccc2c(=O)[nH]1)OCc1ccc(Cl)cc1Cl
  13	-4	5	7	15	-15	-2	-1	-2	-2	7
- Cc1nnc(N/N=C/c2cccs2)[nH]c1=O
  9	6	-3	20	7	-13	-12	-1	-3	1	8
- CC1CCCN(C(=O)CNC(=O)Cn2ccc3ccccc3c2=O)C1 (stereo not drawn)
  10	15	11	19	20	-6	2	-1	-10	-4	-14
- Cc1ccc(OCC(=O)Nc2nnc(-c3ccco3)s2)cc1
  -12	-1	8	-6	4	-5	8	-3	-2	-13	-4
- CCOCCCNC(=O)c1cc2sc(Cl)cc2n1CC
  -5	-2	-5	-5	-41	-7	-5	-2	4	-1	-4
- CCNC(=O)CSc1nc2ccccc2c(=O)n1-c1cc(OC)ccc1OC
  6	9	0	2	-18	-9	-14	4	-1	-3	-9
- Cc1ccc(CN2CCN(C(=O)c3cccc4ccccc34)CC2)cc1
  31	27	-8	0	24	-20	-12	x	12	2	39
- Cc1onc(-c2ccccc2Cl)c1C(=O)OCC(=O)c1c(N)n(C)c(=O)n(C)c1=O
  11	-13	-10	4	15	-4	-1	2	-3	6	14
- Oc1cccc(/C=N/n2c(C3CCCCC3)n[nH]c2=S)c1
  8	-2	-10	7	6	-19	-10	-1	6	-5	8
- CCOC(=O)CSc1n[nH]c(-c2cccnc2)n1
  3	2	10	4	1	-3	4	0	-13	14	2
- O=C(O)c1ccc(CNC(=O)c2ccc(C(F)(F)F)cc2)cc1
  5	-10	-3	-1	10	-6	-12	-2	19	0	7
- O=S1(=O)C=CC(Nc2ccccc2)C1 (stereo not drawn)
  1	9	-4	0	6	-7	-17	4	-10	3	-14
- COc1cc(/C=C2\C(=N)N3N=C(S(C)(=O)=O)SC3=NC2=O)ccc1OCCOc1ccc(C)cc1
  -59	-12	-10	0	-25	-4	0	3	-19	-16	14
- Cc1cc(C(=O)N2CCCC(N3CCN(Cc4ccc5c(c4)OCO5)CC3)C2)n[nH]1 (stereo not drawn)
  -3	-8	0	13	3	-2	2	1	5	-8	-4
- CC1CCN(C(=O)c2ccc(N3C(=O)C4CCC(C)CC4C3=O)cc2)CC1 (stereo not drawn)
  12	84	-8	9	13	-6	1	0	1	-15	10
- O=C(C1CC1)N1CCc2cc(Br)cc(S(=O)(=O)NCc3ccco3)c21
  6	11	x	7	12	-3	2	1	-1	-19	17
- Cc1ccccc1-c1nnn(CC(=O)Nc2ccc3c(c2)OCO3)n1
  -11	4	-1	-2	-41	-4	-1	2	2	4	-9
- COc1ccc2c(c1)C(=O)N(c1ccc(C)cc1)C(=O)C2
  -1	-18	7	7	-10	x	5	1	-6	-26	-11
- CCn1cc(CCC(=O)NCc2ccc(F)cc2)c2ccccc21
  0	1	1	-2	1	-2	3	-2	-4	-5	3
- O=C(c1cc2nc(-c3ccco3)cc(C(F)(F)F)n2n1)N1CCN(c2ccccn2)CC1
  3	13	-8	4	-5	x	2	-3	9	10	-6

Arranged by value in PDI inh (smallest number first): some entries from above.
canonical_smiles	Peg3 promoter	Shn3 3UTR inh	Vif imaging	PDI inh	HIF-2a inh	CaV13 ICDI inh	NR2E3 ag-1	MITF TRPM1 inh	NR2E3 ag-2	CF NFkB block
O=c1[nH]c(CN2CCN(S(=O)(=O)/C=C/c3ccccc3)CC2)nc2ccccc12	1	6	0	-3	13	-25	-2	-6	-13	-2
O=C(O)c1ccc(CNC(=O)c2ccc(C(F)(F)F)cc2)cc1	5	-10	-3	-1	10	-6	-2	19	0	7
Cc1onc(-c2ccccc2Cl)c1C(=O)OCC(=O)c1c(N)n(C)c(=O)n(C)c1=O	11	-13	-10	4	15	-4	2	-3	6	14

Sorted by length of the SMILES (descending): four of the compounds above
Results follow in this order: Peg3 promoter	Shn3 3UTR inh	Vif imaging	PDI inh	HIF-2a inh	CaV13 ICDI inh	KKLEB cytotox	NR2E3 ag-1	MITF TRPM1 inh	NR2E3 ag-2	CF NFkB block
- COc1cc(/C=C2\C(=N)N3N=C(S(C)(=O)=O)SC3=NC2=O)ccc1OCCOc1ccc(C)cc1
  -59	-12	-10	0	-25	-4	0	3	-19	-16	14
- O=C(CCc1nc2ccccc2c(=O)[nH]1)OCc1ccc(Cl)cc1Cl
  13	-4	5	7	15	-15	-2	-1	-2	-2	7
- CCOCCCNC(=O)c1cc2sc(Cl)cc2n1CC
  -5	-2	-5	-5	-41	-7	-5	-2	4	-1	-4
- O=S1(=O)C=CC(Nc2ccccc2)C1 (stereo not drawn)
  1	9	-4	0	6	-7	-17	4	-10	3	-14

Next part:
Results follow in this order: Peg3 promoter	Shn3 3UTR inh	Vif imaging	PDI inh	HIF-2a inh	CaV13 ICDI inh	KKLEB cytotox	NR2E3 ag-1	MITF TRPM1 inh	NR2E3 ag-2	CF NFkB block
- O=C(CN1CCN(S(=O)(=O)c2ccc(Br)cc2)CC1)N/N=C/c1ccncc1
  24	-9	-6	7	36	-17	5	-2	-1	-4	-22
- CC(Sc1nnc(-c2cccs2)n1-c1ccccc1)C(=O)NCc1ccco1 (stereo not drawn)
  5	-9	-13	1	5	-2	-1	3	5	-13	13
- CC1=C(C(=O)Nc2ccccc2)C(c2cccs2)C(C#N)=C(SCC#N)N1 (stereo not drawn)
  10	-8	18	7	3	-9	-5	-2	5	-13	1
- c1cc(Nc2ncnc3sc4c(c23)CCC4)ccn1
  -3	-3	-5	-4	11	-3	7	-4	-1	26	1
- CSc1ccccc1NC(=O)C1(C)CCN1C(=O)Cc1ccc(-c2ccccc2)cc1 (stereo not drawn)
  28	11	-10	-2	5	-8	-11	x	x	21	13
- COc1ccc(NC(=S)N2CCN(S(C)(=O)=O)CC2)cc1
  4	-4	2	-3	11	-9	-9	-3	-2	-6	28
- Cc1cc(S(=O)(=O)NCc2ccc(N3CCN(C)CC3)cc2)c(C)s1
  7	-10	1	0	8	-20	8	0	x	11	-18
- CN(C)CCNS(=O)(=O)c1ccc(N2CCc3ccccc32)c([N+](=O)[O-])c1
  10	11	-10	18	9	-4	7	-6	16	4	23
- O=C1OCCN1C(=O)[C@H]1[C@H](c2ccccc2)C(c2ccccc2)=NN1c1ccccc1
  7	-5	15	-9	7	-11	-8	x	4	-7	19
- O=C(Nc1ccc(OCC(F)(F)C(F)F)c(C(F)(F)F)c1)c1ccc(Cl)cc1
  25	78	x	1	-13	-4	-40	-2	68*	90*	42
- O=C(NCCOCCOCCNC(=O)c1cccnc1)c1cccnc1
  -22	-17	6	3	-57	-5	-5	-1	2	0	4

Bioassay records from PubChem.
